Bioassay records (PubChem BioAssay)
CHRM5 PAM = human M5 muscarinic receptor positive allosteric modulators, primary screen, CHO-K1 cells, Fluo-8 calcium fluorescence; 360,000 tested, 0.3% active; activation, % at 3 µM; CHO-K1 hM5, ACh EC20 PAM; 0% = ACh EC20, 100% = ACh EC100; Muscarinic acetylcholine receptor M5 (Homo sapiens), P08912; AID 624038, 2012;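 active means activation above the run cutoff, the mean activation of all test compounds plus 3 SD, cut at about 18% in these data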
Target sequence (P08912 whole entry, looked up): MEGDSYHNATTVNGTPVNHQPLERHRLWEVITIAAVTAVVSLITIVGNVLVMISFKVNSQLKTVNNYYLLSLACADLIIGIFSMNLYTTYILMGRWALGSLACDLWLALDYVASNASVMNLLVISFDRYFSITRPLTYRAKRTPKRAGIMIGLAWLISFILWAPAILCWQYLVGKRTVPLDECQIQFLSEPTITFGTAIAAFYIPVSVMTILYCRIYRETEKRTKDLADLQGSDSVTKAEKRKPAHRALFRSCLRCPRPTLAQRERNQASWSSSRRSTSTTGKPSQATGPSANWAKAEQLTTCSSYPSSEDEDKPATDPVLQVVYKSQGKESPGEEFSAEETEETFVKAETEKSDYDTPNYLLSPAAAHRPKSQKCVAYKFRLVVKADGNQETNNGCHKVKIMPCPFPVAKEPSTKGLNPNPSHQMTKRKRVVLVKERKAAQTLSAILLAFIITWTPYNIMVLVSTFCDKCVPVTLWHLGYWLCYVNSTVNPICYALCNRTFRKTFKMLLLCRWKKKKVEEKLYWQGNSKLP
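Assay system: CHO-K1 hM5 cells / Incubation: Fluo-8 loading 80 min at 37 °C plus 30 min room temperature / Technique: Fluo-8 calcium dye fluorescence, kinetic read / Repeats: single replicate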
CRFBP-R2 block = antagonists of CRF-BP/CRF-R2 complex, primary screen, cell-based, HEK293, calcium dye fluorescence, uHTS; CRF-induced calcium fluorescence; inhibition, % at 11.8 µM; 350,000 tested, 0.59% active;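 active means inhibition of the ligand-induced calcium signal above about 50% at the single tested concentration, limit read from the data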
M4 ag = human M4 muscarinic receptor agonists, primary screen, CHO-K1 cells, Fluo-8 calcium fluorescence; activation, % at 3 µM; AID 624127, 2012; CHO-K1 hM4/Gqi5; vehicle 0%, full acetylcholine response 100%; 360,000 tested, 0.14% active;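 active means activation above the run mean over all test wells plus 3 SD, cut at about 32% in these data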;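 further: peak over basal fluorescence ratio per well then scaled between controls; 0% = DMSO wells and 100% = acetylcholine at EC100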
Target sequence (P08173 whole entry, looked up): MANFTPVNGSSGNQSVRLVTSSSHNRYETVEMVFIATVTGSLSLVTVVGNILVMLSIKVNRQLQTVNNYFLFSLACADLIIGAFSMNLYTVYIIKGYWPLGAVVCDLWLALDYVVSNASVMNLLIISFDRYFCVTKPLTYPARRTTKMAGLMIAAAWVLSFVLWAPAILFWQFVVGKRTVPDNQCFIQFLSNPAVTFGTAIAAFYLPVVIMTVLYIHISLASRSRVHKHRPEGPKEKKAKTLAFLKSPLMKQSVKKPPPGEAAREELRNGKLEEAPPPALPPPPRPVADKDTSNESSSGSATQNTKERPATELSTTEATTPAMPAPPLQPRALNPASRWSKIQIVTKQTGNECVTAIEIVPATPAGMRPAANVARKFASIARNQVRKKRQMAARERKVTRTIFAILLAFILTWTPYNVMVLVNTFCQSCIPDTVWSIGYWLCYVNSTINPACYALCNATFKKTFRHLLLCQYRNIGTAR
CHRM4 PAM = human M4 muscarinic receptor positive allosteric modulators, primary screen, CHO-K1 cells, Fluo-8 calcium fluorescence. Muscarinic acetylcholine receptor M4 (Homo sapiens), P08173. CHO-K1 hM4/Gqi5, ACh EC20; 0% = ACh EC20, 100% = maximal ACh. activation, % at 3 µM. 360,000 tested, 0.4% active. AID 624126, 2012;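 active means activation above its plate's cutoff, the mean activation of sample wells plus 3 SD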; further: some results filed as inactive read as strong as hits
CHRM5 agonist = human M5 muscarinic receptor agonists, primary screen, CHO-K1 cells, Fluo-8 calcium fluorescence; CHO-K1 hM5 cells; 0% DMSO wells, 100% maximal acetylcholine response; activation, % at 3 µM; 360,000 tested, 0.19% active; AID 624037, 2012;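 active means activation above the run's mean over test compounds plus 3 SD, cut at about 23% in these data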;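 further: signal is peak over basal fluorescence ratio across the kinetic read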
IDE inh = human IDE inhibitors in live cells, primary screen, fluorescence polarization, HEK cells, FAbetaB substrate; 320,000 tested, 0.41% active; inhibition, % at 5.59 µM; FAbetaB cleavage; Insulin-degrading enzyme (Homo sapiens), P14735;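 active means percent inhibition above the average of all tested compounds plus 3 SD, set per screening campaign, cut at about 16% in these data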;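 further: IDE supplied by intact live HEK cells; FP after avidin binding of uncleaved biotin substrate so inhibition keeps polarization high; 0% = DMSO wells and 100% = 60 µM reference IDE inhibitor Ii1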
CRFBP-R2 agonist = agonists of CRF-BP/CRF-R2 complex, primary screen, cell-based, HEK293, calcium dye fluorescence, uHTS. CRF-binding protein / CRF receptor 2 complex (human). calcium dye fluorescence (FLIPR); percent of saturating CRF peptide response. activation, % at 13.2 µM. 350,000 tested, 0.46% active;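 active means activation of at least 50%, plus an integration ratio under a set limit after plate pattern correction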;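 further: plate controls were neutral control wells without compound for no effect and CRF at EC100 for full effect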
CHRM4 antagonist = human M4 muscarinic receptor antagonists, primary screen, CHO cells, Fluo-8 calcium fluorescence; AID 624125, 2012; Muscarinic acetylcholine receptor M4 (Homo sapiens), P08173; inhibition, % at 3 µM; CHO-hM4 cells, ACh EC80; 360,000 tested, 0.73% active;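 active means inhibition above its plate's cutoff, the mean inhibition of sample wells plus 3 SD, cut at about 27% in these data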;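 further: 0% = acetylcholine EC80 with DMSO and 100% = DMSO without agonist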
M5 antag = human M5 muscarinic receptor antagonists, primary screen, CHO cells, Fluo-8 calcium fluorescence. Muscarinic acetylcholine receptor M5 (Homo sapiens), P08912. CHO-hM5 cells, ACh EC80. AID 624040, 2012. 360,000 tested, 0.59% active. inhibition, % at 3 µM;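 active means inhibition above a per-plate cutoff, the mean of that plate's test compounds plus 3 SD, cut at about 27% in these data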;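 further: 0% = acetylcholine EC80 with DMSO and 100% = DMSO without agonist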
Starred values were filed as active, the others as inactive; · = not tested or not shown.

Under each structure – CRFBP-R2 block | M4 ag | M5 antag | CHRM5 PAM | CHRM4 PAM | CHRM4 antagonist | IDE inh | CRFBP-R2 agonist | CHRM5 agonist
> COc1cccc(CN2CC(C(=O)N3CCCCCC3)CCC2=O)c1 (configuration not stated)
→ 0 | 1 | 2 | 5 | 0 | 7 | -4 | -1.1 | -1
> COC(=O)c1ccccc1NC(=O)C1CCN(C(=O)c2ccc(OC)cc2)CC1
→ 8 | 1 | 6 | -6 | 3 | 7 | 5 | -1.0 | 4
> COc1ccc(CCn2c(=O)[nH]c3cc(C(=O)N4CCN(c5ccccn5)CC4)ccc3c2=O)cc1OC
→ -4 | 2 | 6 | 3 | 9 | -6 | 2 | 0.0 | 2
> C=CCSc1ncnc2c1oc1nc3c(cc12)COC(C)(C)C3
→ -8 | 8 | 8 | -9 | -14 | 1 | -3 | -0.3 | 3
> CC(C)Oc1ccc(CN2CCCC(CO)(Cc3ccccc3)C2)cc1CO (configuration not stated)
→ 1 | 5 | 10 | -7 | -6 | -4 | 2 | -2.4 | -7
> CN(C)c1ccc(/C=C(\NC(=O)c2ccccc2)C(=O)NCCN2CCOCC2)cc1
→ 0 | 14 | 7 | -2 | -7 | 9 | 9 | 1.1 | 5
> Cc1ccc(OCc2nnc(SC3CCc4ccccc4C3=O)n2C)cc1 (configuration not stated)
→ -26 | 2 | 3 | -4 | -1 | 0 | -1 | -1.0 | -3
> COCc1cc(C)n(CC(=O)NCc2ccccc2)c(=O)c1C#N
→ -20 | 2 | 5 | -1 | 8 | -5 | 1 | 3.4 | -1
> Cc1nn2c(-c3ccncc3)nnc2c2ccccc12
→ -1 | 0 | 4 | 3 | 0 | 0 | 1 | -0.5 | -4
> C=CCN1CCN(C(=O)c2ccc3c(c2)OCO3)CC1
→ -9 | 0 | -4 | 6 | 5 | -5 | 2 | -0.3 | -2
> CC(Cc1ccccc1)Nc1ncnc2c1ncn2C1OC(CO)C(O)C1O (configuration not stated)
→ 8 | 2 | -6 | -4 | -9 | 2 | 6 | 0.9 | 1
> CCC1CCCCN1C(=O)CSc1nc(N)c(NC(=O)c2ccc(OC)c(OC)c2)c(=O)[nH]1 (configuration not stated)
→ 4 | 0 | 0 | -2 | -5 | -4 | 1 | -1.2 | 1
> CCOc1ccc(N(C)S(=O)(=O)c2cc(-c3cc(C)no3)ccc2CC)cc1
→ -5 | 11 | 4 | -12 | -18 | 6 | 6 | 4.8 | -3
> COc1cccc(NC(=O)CN(C)C(=O)c2c(C)nn(CC(C)C)c2Cl)c1
→ 4 | 2 | 0 | 4 | 4 | -3 | 1 | 0.2 | 2
> CCc1sc(C(=O)N2CCN(c3ccc(F)cc3)CC2)cc1C
→ 2 | 3 | 4 | 4 | -1 | 4 | -6 | 0.6 | -1
> C#CCOCCOCCOCCNc1nc(N2CCN(C(=O)C([C@@H](C)O)n3cc([C@@H](N)CCCCN)nn3)CC2)nc(N2CCN(C(=O)[C@H](CC(N)=O)n3cc(C(N)[C@@H](C)CC)nn3)CC2)n1 (some centres not stated)
→ -14 | -1 | 5 | -4 | -12 | 35* | 4 | 1.1 | 1
> O=C(N/N=C\c1ccccc1OCc1ccccc1)c1ccco1
→ -2 | 6 | 13 | -13 | -2 | 3 | -2 | -2.0 | -9
> COc1ccccc1CCNC(=O)c1ccc(NC(=O)CC2SC(N3CCCCC3)=NC2=O)cc1 (configuration not stated)
→ 7 | 1 | 3 | -3 | 0 | -12 | 2 | 0.1 | -1
> Cc1oc(-c2ccc(Cl)cc2)nc1CS(=O)CC(=O)NCCCN(C)C1CCCCC1 (configuration not stated)
→ -4 | 0 | -6 | 5 | -1 | 5 | 0 | 0.0 | -2
> Cc1ccc(-n2c(Cc3cccs3)nnc2SCC(=O)Nc2ccc(F)c(F)c2)cc1
→ -32 | 0 | -10 | 9 | 16 | -17 | 4 | 6.2 | 5
> COc1ccc(C(C)=O)cc1Cn1c(=O)cc(C)[nH]c1=O
→ 8 | 0 | 13 | -6 | -5 | 1 | -2 | -1.2 | -1
> COc1ccccc1NC(=O)CN1C(=O)COc2ccc(S(=O)(=O)N3CCOCC3)cc21
→ -24 | 1 | 9 | -5 | -4 | -4 | -1 | 0.2 | -3
> O=c1c2cn[nH]c2[nH]c(=S)n1-c1cccc2ccccc12
→ 12 | 1 | 0 | -1 | 10 | -10 | 4 | -0.9 | -2
> CCCCN(C)C(=O)Cn1cnc2sc(C)c(S(=O)(=O)N3CCN(c4ccccc4OC)CC3)c2c1=O
→ 0 | 3 | 8 | 0 | -4 | 6 | -1 | 0.2 | 2
> Cc1noc(C)c1NC(=O)N(C)C[C@@H]1Oc2ncc(Br)cc2C(=O)N([C@H](C)CO)C[C@@H]1C
→ 3 | 2 | -4 | 6 | 9 | -7 | · | -0.7 | 0
> Nc1nc(NCc2ccccc2)n(-c2ccccc2)n1
→ 3 | 1 | -2 | 2 | 6 | -16 | 5 | 0.8 | -3
> CCOC(=O)c1c(C)n(-c2ccccc2)c2ccc(OCCN(C)C)cc12
→ -3 | 2 | -2 | -2 | -9 | -12 | 1 | -2.8 | -4
> CC(C)[C@H](NC(=O)OC(C)(C)C)c1nnc(SCc2cccc(F)c2)o1
→ -13 | 0 | -1 | -3 | 2 | 13 | 8 | 0.8 | -1
> O=C(Cc1c(Cl)cccc1Cl)OCC(=O)N1CCN(C(=O)c2ccco2)CC1
→ -11 | 1 | -6 | 2 | 3 | -12 | -3 | 0.3 | 0
> Cc1cc(S(=O)(=O)N2CCCc3ccccc32)ccc1-n1cnnn1
→ 16 | 4 | 15 | -5 | -5 | 6 | 2 | 0.7 | -1
> CC(=O)/C(=N/Nc1ccc(C)cc1)Sc1nnc(CCc2ccccc2)n1-c1ccccc1
→ -65 | 0 | 2 | 2 | 6 | 0 | 4 | -1.4 | -3
> CC(C)CNC(=O)c1cccc2c(-c3cccnc3)coc12
→ · | 3 | 8 | 0 | 0 | -2 | · | · | 2
> CC(NC(=O)c1cc2ccccc2o1)C(=O)O (configuration not stated)
→ 8 | 0 | -3 | -3 | 5 | -14 | -2 | 2.6 | 0
> COc1ccc2cc(C#N)c(Cl)nc2c1
→ 5 | 2 | -1 | 2 | 3 | -1 | -3 | -1.1 | -1
> Cc1ccc(C)c(NC(=O)CSc2n[nH]c(-c3ccncc3)n2)c1
→ 8 | 1 | -1 | 2 | 15 | -13 | 6 | 1.3 | -1
> COc1cc(OC)c(OC)cc1CN1CCN(C(=O)c2cccc3ccccc23)CC1
→ -1 | 5 | 4 | 5 | 3 | -5 | -1 | -0.3 | 1
> O=C(CSc1nnnn1-c1ccc(F)cc1)Nc1nc2ccccc2s1
→ -16 | 2 | -3 | -6 | 9 | -6 | -4 | 2.0 | 0
> COc1ccc(N2CCN(C(=O)Nc3ccccc3C)CC2)cc1
→ 8 | 0 | -2 | 3 | 3 | 3 | 3 | -1.4 | 2
> COC(=O)c1cn(C(=O)c2ccccc2Cl)c2ccccc12
→ 11 | -1 | -3 | 1 | 1 | 0 | -5 | 0.8 | -5
> Cc1nn(C)c(C(=O)N/N=C/c2cc3c(cc2Br)OCO3)c1Br
→ -19 | 1 | -1 | -3 | 1 | -5 | 1 | -2.0 | -1
> O=C(Nc1nc2c(F)cc(F)cc2s1)c1ccco1
→ -12 | 2 | 4 | -6 | 9 | -8 | -1 | -0.2 | 3
> CCC(=O)N1CCc2cc(S(=O)(=O)Nc3ccccc3C)ccc21
→ 6 | 1 | 7 | -5 | 1 | -11 | 8 | -0.6 | -2
> CCOC(=O)c1c(/N=C/C2C(=O)CCCC2=O)sc2c1CCCC2
→ -10 | 0 | -11 | 8 | 15 | -4 | 4 | -8.8 | -4
> CCOC1=C2[C@@H](CN(S(=O)(=O)c3ccc(C)cc3)[C@H]2c2cccc3ccccc23)[C@H]2C(=O)N(Cc3ccccc3)C(=O)[C@H]2C1
→ · | 0 | 2 | 6 | 5 | -7 | · | · | 1
> Cc1ccc2c(c1)N(CCC(=O)NCc1ccccn1)C(=O)CO2
→ -32 | 0 | -10 | 7 | 8 | 2 | 5 | -0.2 | -1
> COCCN(C(=O)Cc1cccs1)C(C(=O)NCc1ccc(OC)cc1)c1ccc(OC)cc1 (configuration not stated)
→ 10 | 17 | -1 | -11 | -10 | -13 | 5 | 0.7 | 7
> CC12C=CC(=O)C=C1C(F)CC1C3CCC(O)(C(=O)CO)C3(C)CC(O)C12F (configuration not stated)
→ 2 | 1 | 12 | 2 | 1 | -5 | · | -2.9 | 1
> CCOC(=O)C1=C(N)OC2=C(C(=O)CC(C)(C)C2)C1c1cccnc1 (configuration not stated)
→ -3 | 0 | 6 | -4 | 5 | -8 | 3 | -0.3 | -1
> COCCOC(=O)C1=C(C)NC2=C(C(=O)CCC2)C1c1ccc(N(C)C)cc1 (configuration not stated)
→ 1 | 3 | -6 | 7 | -1 | 10 | 2 | 2.2 | -3
> c1ccc(Cn2cc(CN3CCCCO3)c(-c3ccc4c(c3)OCO4)n2)cc1
→ -16 | 4 | 9 | -5 | -7 | -2 | -3 | -5.6 | -5

The list continues:
Under each structure – CRFBP-R2 block | M4 ag | M5 antag | CHRM5 PAM | CHRM4 PAM | CHRM4 antagonist | IDE inh | CRFBP-R2 agonist | CHRM5 agonist
> O=C(NCc1cccnc1)/C(=C/c1ccc(-c2cccc(Cl)c2)o1)S(=O)(=O)c1ccccc1
→ -21 | 5 | 9 | 0 | 5 | -2 | 8 | -1.0 | 0
> CCOC(=O)c1cnc(SCc2nc(N)nc(Nc3ccc(F)cc3)n2)nc1N
→ -16 | 3 | 3 | -7 | 2 | -6 | -4 | 3.0 | 2
> OC[C@@H](O)C1OC2NC(=S)OC2C1O (some centres not stated)
→ 11 | 1 | 0 | 0 | 2 | -2 | 6 | 2.8 | 1
> Nc1cc(C(=O)OCC(=O)Nc2cccc(S(=O)(=O)N3CCOCC3)c2)ccc1Cl
→ -8 | 16 | 9 | -3 | 1 | 10 | 8 | 0.1 | 8
> C1=C(CCNCC2CC2)CCCC1
→ 1 | 0 | 0 | 0 | -1 | -3 | 1 | 2.8 | -4
> COc1cccc(N=Cc2c(O)c3ccccc3oc2=O)c1
→ -6 | 2 | -6 | 1 | -2 | 3 | 3 | 1.0 | 6
> COc1cc2ncnc(NCc3cccc(Cl)c3)c2cc1OC
→ -10 | 4 | 5 | -10 | -9 | 10 | 10 | -2.3 | -5
> CC(C)C(=O)Nc1ccc2oc(-c3cc(F)c(F)cc3Cl)nc2c1
→ -10 | -1 | 3 | 3 | -2 | 6 | -1 | 0.5 | 0

Record cards (already shown). Values in the order: CRFBP-R2 block, M4 ag, M5 antag, CHRM5 PAM, CHRM4 PAM, CHRM4 antagonist, IDE inh, CRFBP-R2 agonist, CHRM5 agonist
O=C(NCc1cccnc1)/C(=C/c1ccc(-c2cccc(Cl)c2)o1)S(=O)(=O)c1ccccc1 is listed as -21, 5, 9, 0, 5, -2, 8, -1.0, 0
CCOC(=O)c1cnc(SCc2nc(N)nc(Nc3ccc(F)cc3)n2)nc1N is listed as -16, 3, 3, -7, 2, -6, -4, 3.0, 2
